SKKanGAS inh: SKKanGAS growth inhibition | S. pyogenes SKKanGAS, kanamycin growth, BacTiter-Glo, 6 h | AID 1662 | 1.3% of 300,000 active | inhibition, % at 7.5 µM;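 active = mean replicate score, as percent of positive control median, at least 50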;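 note: strain carries kanamycin resistance gene driven by streptokinase promoter and grows in 40 µg/ml kanamycin; loss of luminescence reflects streptokinase promoter inhibition or plain growth inhibition; 0% = median of DMSO wells and 100% = positive control at its reference dose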
TRPC6 inhibitor: blocks the mouse TRPC6 cation channel | B-score at 10 µM | 1.1% of 310,000 active | HEK293-TRPC6, membrane potential dye, ACh-evoked depolarization; hits give low values;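 active = B-score under library mean minus 3 SD, initial fluorescence not abnormally high, positive integrated signal ratio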;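 note: B-score derived from integrated fluorescence ratio over the kinetic read; more negative B-score means stronger inhibition of depolarization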
Target sequence (Q61143 whole entry, looked up): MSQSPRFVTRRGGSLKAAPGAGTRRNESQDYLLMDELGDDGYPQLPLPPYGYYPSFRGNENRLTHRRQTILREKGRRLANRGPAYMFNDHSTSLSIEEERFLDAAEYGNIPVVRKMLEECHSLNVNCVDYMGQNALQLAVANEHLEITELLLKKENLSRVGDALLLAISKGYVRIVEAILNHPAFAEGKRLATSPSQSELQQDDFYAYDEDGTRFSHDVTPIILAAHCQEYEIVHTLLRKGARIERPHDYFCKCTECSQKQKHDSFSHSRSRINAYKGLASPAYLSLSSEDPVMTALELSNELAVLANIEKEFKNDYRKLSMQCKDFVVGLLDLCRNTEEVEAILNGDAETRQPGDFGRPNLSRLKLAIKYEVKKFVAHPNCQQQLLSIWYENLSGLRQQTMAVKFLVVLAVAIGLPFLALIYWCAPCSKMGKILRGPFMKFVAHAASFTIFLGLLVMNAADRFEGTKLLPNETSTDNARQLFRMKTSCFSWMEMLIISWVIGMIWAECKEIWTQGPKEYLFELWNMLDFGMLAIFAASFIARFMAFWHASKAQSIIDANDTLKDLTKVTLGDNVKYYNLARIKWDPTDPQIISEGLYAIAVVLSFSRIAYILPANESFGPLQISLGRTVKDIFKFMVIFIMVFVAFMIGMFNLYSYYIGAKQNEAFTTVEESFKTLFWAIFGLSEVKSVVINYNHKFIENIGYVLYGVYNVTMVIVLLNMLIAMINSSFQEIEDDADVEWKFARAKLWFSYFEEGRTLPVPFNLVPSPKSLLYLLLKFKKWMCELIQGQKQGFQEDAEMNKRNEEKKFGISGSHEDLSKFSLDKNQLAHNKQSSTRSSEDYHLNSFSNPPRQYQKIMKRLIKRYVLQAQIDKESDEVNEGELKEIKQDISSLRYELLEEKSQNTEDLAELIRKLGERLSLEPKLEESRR
HIF act: HIF pathway transcriptional activation; activation, % at 7.5 µM (by protocol); U2OS HRE-luciferase reporter, luminescence; normalized: DMSO 0%, desferrioxamine 100%; 0.32% of 300,000 active;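 active = mean activation of at least 10% of the iron chelator positive control signal, with at least half of replicates also reaching 10%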
KLF5 inh: kruppel-like factor 5 inhibition; DLD-1 KLF5 promoter-luciferase reporter, luminescence; inhibition, % at 5 µM; 0.23% of 290,000 active; AID 1700;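 active = inhibition above a per-plate limit of that plate's mean compound inhibition plus 3 SD, cut at about 60% in these data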;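 note: 0% = DMSO wells and 100% = LY294002 at 200 µM; higher means less KLF5 promoter-driven luciferase light; inactives centre near -14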
MrgX1 antagonist: antagonists of human MrgX1 receptor | MRGX1-HEK293 calcium flux, Fluo-4, BAM8-22 antagonism; hits give low values | B-score at 10 µM | 1.3% of 310,000 active | AID 588676;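 active = calcium-response B-score plate-corrected more than 3 library SD below zero, starting fluorescence within 5 deviations, no agonist response on first addition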;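 note: peak minus trough fluorescence over baseline after final BAM8-22 challenge near maximal dose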
TRPC4 potent: allosteric potentiators of mouse TRPC4 channel; B-score at 10 µM; HEK293 TRPC4beta/mu-opioid, DAMGO EC20, Fluo-4 Ca2+ flux; hits give high values; AID 2227; 0.42% of 310,000 active;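 active = B-score of calcium response area above 5 SD of library B-scores, with initial fluorescence ratio within 5 SD of library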;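 note: B-score of integrated fluorescence ratio over time as area under calcium response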
TRPC4 block: TRPC4 (mouse) channel inhibition; HEK293 TRPC4beta/mu-opioid, DAMGO-evoked Fluo4 calcium flux; hits give low values; Q9QUQ5; AID 2247; B-score at 10 µM; 0.39% of 300,000 active;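 active = B-score over 3 SD under the library average, no early fluorescence shift, positive overall ratio signal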
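Material: HEK293 cells with stable TRPC4beta plus mu-opioid receptor expression; probe or stimulus: DAMGO in two steps, submaximal then maximal; technique: Fluo4 calcium fluorescence by kinetic imaging, 5 s 1 Hz baseline; measure: integrated fluorescence ratio relative to baseline, converted to per-well B score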
TRPC4 agonist: TRPC4 (mouse) channel activation. Q9QUQ5. HEK293 TRPC4beta/mu-opioid, Fluo4 calcium fluorescence; hits give high values. B-score at 10 µM. 0.49% of 310,000 active;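 active = B-score above 5 SD of library B-scores, and initial fluorescence ratio not above library mean plus 5 SD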;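 note: positive B-score marks a calcium rise read as TRPC4 activation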
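System: HEK293 cells stably co-expressing mouse TRPC4beta and mu-opioid receptor; Schedule: Fluo4 dye loading 45 min at room temperature, 110 s recording; Detection: Fluo4 fluorescence, kinetic; Evaluation: B-scored integrated calcium fluorescence ratio; Controls: buffer (low) and maximal DAMGO (high).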
TRPC6 act: mouse TRPC6 channel activation; Q61143; HEK293-TRPC6 membrane potential dye fluorescence; hits give high values; B-score at 10 µM; 0.13% of 310,000 active;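 active = B-score of the integrated fluorescence ratio above library mean plus 3 SD, and starting fluorescence ratio within library mean plus 5 SD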;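 note: higher score means more depolarization so channel activation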
aSyn 5UTR inh: 5' untranslated region of α-synuclein, MLPCN primary screen | alpha-synuclein 5'UTR reporter, inhibitor activity | inhibition, % (tested at 7.5 µM) | 0.82% of 300,000 active | AID 1813; in the data active = inhibition above about 60%;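 note: H4 neuroglioblastoma cells stably carrying SNCA 5'UTR luciferase fusion; 0% = DMSO wells and 100% = positive control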
IEC-6 cytotox: counter-screen for KLF5 inhibitors: cytotoxicity in IEC-6 cells; inhibition, % at 5 µM; 0.78% of 290,000 active; AID 1825; IEC-6 cytotoxicity, luminescence viability; in the data active = inhibition above about 22%;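 note: 0% = plate median of test compound wells and 100% = cytotoxic reference compound wells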
Starred values were filed as active, the others as inactive.

What do the screens show for `CCOc1ccc(NC(=O)Nc2cccs2)cc1`?
SKKanGAS inh: 7.0; TRPC6 inhibitor: inactive; HIF act: 3.6; KLF5 inh: -126.0; MrgX1 antagonist: inactive; TRPC4 potent: inactive; TRPC4 block: inactive; TRPC4 agonist: inactive; TRPC6 act: inactive; aSyn 5UTR inh: -160.8; IEC-6 cytotox: 8.4

What do the screens show for `CC1(C)CNC(=O)c2sc(NC(=O)c3ccccc3)nc2C1`?
SKKanGAS inh: 4.4; TRPC6 inhibitor: inactive; HIF act: 2.0; KLF5 inh: -53.8; MrgX1 antagonist: inactive; TRPC4 potent: inactive; TRPC4 block: inactive; TRPC4 agonist: inactive; TRPC6 act: inactive; aSyn 5UTR inh: -154.9; IEC-6 cytotox: 6.1

Results for CCCCSc1ccc(NC(=O)c2cccnc2)cc1 ?
SKKanGAS inh: -16.9; TRPC6 inhibitor: inactive; HIF act: 0.9; KLF5 inh: -26.0; MrgX1 antagonist: inactive; TRPC4 potent: inactive; TRPC4 block: inactive; TRPC4 agonist: inactive; TRPC6 act: inactive; aSyn 5UTR inh: -33.0; IEC-6 cytotox: 4.5

What do the screens show for `Cc1ccc(OCC(=O)N(C)CC(=O)Nc2ccc(F)c(F)c2F)cc1`?
SKKanGAS inh: -14.8; TRPC6 inhibitor: inactive; HIF act: 0.1; MrgX1 antagonist: inactive; TRPC4 potent: inactive; TRPC4 block: inactive; TRPC4 agonist: inactive; TRPC6 act: inactive; aSyn 5UTR inh: 2.5

Results for Cc1nn(C(C)C(=O)NCc2ccccc2F)c(=O)c2nn(-c3ccccc3)c(C)c12 (stereo unspecified) ?
SKKanGAS inh: -0.7; TRPC6 inhibitor: inactive; HIF act: -0.2; KLF5 inh: -19.1; MrgX1 antagonist: inactive; TRPC4 potent: inactive; TRPC4 block: inactive; TRPC4 agonist: inactive; TRPC6 act: inactive; aSyn 5UTR inh: -2.4; IEC-6 cytotox: 6.9

What do the screens show for `Cc1ccc(N/N=C(\C#N)C(N)=S)cc1C`?
SKKanGAS inh: -3.3; TRPC6 inhibitor: inactive; HIF act: 0.5; KLF5 inh: -6.0; MrgX1 antagonist: inactive; TRPC4 potent: inactive; TRPC4 block: inactive; TRPC4 agonist: inactive; TRPC6 act: inactive; aSyn 5UTR inh: -44.3; IEC-6 cytotox: 5.3

Results for S=c1[nH]nc(-c2cc(-c3ccco3)[nH]n2)n1-c1ccccc1Cl ?
SKKanGAS inh: 7.8; TRPC6 inhibitor: inactive; HIF act: 1.3; KLF5 inh: -20.4; MrgX1 antagonist: inactive; TRPC4 potent: inactive; TRPC4 block: inactive; TRPC4 agonist: inactive; TRPC6 act: inactive; aSyn 5UTR inh: 19.8; IEC-6 cytotox: -24.6

What do the screens show for `CCN1CCCc2cc(CN(CCN3CCOCC3)C(=S)Nc3cc(F)cc(F)c3)ccc21`?
SKKanGAS inh: -8.4; TRPC6 inhibitor: inactive; HIF act: 0.1; KLF5 inh: -41.4; MrgX1 antagonist: inactive; TRPC4 potent: inactive; TRPC4 block: inactive; TRPC4 agonist: inactive; TRPC6 act: inactive; aSyn 5UTR inh: 12.9; IEC-6 cytotox: -3.3

How did COc1ccc(C2CC(=O)Oc3c(C(CCN4CCOCC4)c4cc(OC)c(OC)c(OC)c4)c(OC)cc(OC)c32)cc1 (stereo unspecified) do in these assays?
SKKanGAS inh: 3.0; TRPC6 inhibitor: inactive; HIF act: -0.3; MrgX1 antagonist: inactive; TRPC4 potent: inactive; TRPC4 block: inactive; TRPC4 agonist: inactive; TRPC6 act: inactive; aSyn 5UTR inh: 11.9

How did Cc1c([N+](=O)[O-])cc(C(=O)Oc2cccc(C(=S)N3CCOCC3)c2)cc1[N+](=O)[O-] do in these assays?
SKKanGAS inh: -0.9; TRPC6 inhibitor: inactive; HIF act: 0.0; KLF5 inh: -17.3; MrgX1 antagonist: inactive; TRPC4 potent: inactive; TRPC4 block: inactive; TRPC4 agonist: inactive; TRPC6 act: inactive; aSyn 5UTR inh: -3.7; IEC-6 cytotox: -4.4

What do the screens show for `CC1(C(=O)O)CCC(C(=O)N2CCOCC2)C1(C)C` (stereo unspecified)?
SKKanGAS inh: -4.0; TRPC6 inhibitor: inactive; HIF act: 0.3; KLF5 inh: -26.1; MrgX1 antagonist: inactive; TRPC4 potent: inactive; TRPC4 block: inactive; TRPC4 agonist: inactive; TRPC6 act: inactive; aSyn 5UTR inh: -5.6; IEC-6 cytotox: -0.8

Results for CCOC(=O)C1CCN(C(c2cccc(F)c2)c2sc3nc(C)nn3c2O)CC1 (stereo unspecified) ?
SKKanGAS inh: -3.2; TRPC6 inhibitor: inactive; HIF act: -0.1; KLF5 inh: -28.6; MrgX1 antagonist: inactive; TRPC4 potent: inactive; TRPC4 block: inactive; TRPC4 agonist: inactive; TRPC6 act: inactive; aSyn 5UTR inh: 15.3; IEC-6 cytotox: -0.3

What do the screens show for `Cc1cccc(C2c3[nH]c4ccccc4c3CCN2C(=O)c2ccc(=O)[nH]c2)n1` (stereo unspecified)?
SKKanGAS inh: -7.7; TRPC6 inhibitor: inactive; HIF act: -0.6; KLF5 inh: -23.4; MrgX1 antagonist: inactive; TRPC4 potent: inactive; TRPC4 block: inactive; TRPC4 agonist: inactive; TRPC6 act: inactive; aSyn 5UTR inh: 2.7; IEC-6 cytotox: -0.2

Results for Cc1nn(C)c(Cl)c1S(=O)(=O)N1CCC(CO)(CCc2ccccc2)CC1 ?
SKKanGAS inh: -1.3; TRPC6 inhibitor: inactive; HIF act: 0.2; KLF5 inh: 2.9; MrgX1 antagonist: inactive; TRPC4 potent: inactive; TRPC4 block: inactive; TRPC4 agonist: inactive; TRPC6 act: inactive; aSyn 5UTR inh: -1.9; IEC-6 cytotox: -1.1

How did Cc1cc(C)cc(NC(=O)N2CCNC(=O)C2CC(=O)Nc2cc(Cl)ccc2Cl)c1 (stereo unspecified) do in these assays?
SKKanGAS inh: -3.7; TRPC6 inhibitor: inactive; HIF act: -0.3; KLF5 inh: -0.2; MrgX1 antagonist: inactive; TRPC4 potent: inactive; TRPC4 block: inactive; TRPC4 agonist: inactive; TRPC6 act: inactive; aSyn 5UTR inh: -16.2; IEC-6 cytotox: 1.2

Results for O=C(Nc1cccc(S(=O)(=O)N2CCOCC2)c1)C1CCCN(C(=O)c2ccc(Cl)cc2)C1 (stereo unspecified) ?
SKKanGAS inh: -15.8; TRPC6 inhibitor: inactive; HIF act: 0.1; KLF5 inh: -8.5; MrgX1 antagonist: inactive; TRPC4 potent: inactive; TRPC4 block: inactive; TRPC4 agonist: inactive; TRPC6 act: inactive; aSyn 5UTR inh: -6.5; IEC-6 cytotox: 4.6

Results for COC(=O)COc1ccc2c(=O)c(Oc3ccccc3)c(C)oc2c1 ?
SKKanGAS inh: -3.0; TRPC6 inhibitor: inactive; HIF act: -0.7; KLF5 inh: -38.4; MrgX1 antagonist: inactive; TRPC4 potent: inactive; TRPC4 block: inactive; TRPC4 agonist: inactive; TRPC6 act: inactive; aSyn 5UTR inh: -4.1; IEC-6 cytotox: -4.0

Results for Cc1ccc(S(=O)(=O)N2CCC(C(=O)Nc3ccc(S(=O)(=O)N4CCCC4)cc3)CC2)cc1 ?
SKKanGAS inh: -1.4; TRPC6 inhibitor: inactive; HIF act: -0.3; MrgX1 antagonist: inactive; TRPC4 potent: inactive; TRPC4 block: inactive; TRPC4 agonist: inactive; TRPC6 act: inactive; aSyn 5UTR inh: 23.4

Results for Cc1ccc(-c2nn(-c3ccccn3)c(=O)c3ccccc23)cc1C ?
SKKanGAS inh: -9.2; TRPC6 inhibitor: inactive; HIF act: -0.3; KLF5 inh: -16.9; MrgX1 antagonist: inactive; TRPC4 potent: inactive; TRPC4 block: inactive; TRPC4 agonist: inactive; TRPC6 act: inactive; aSyn 5UTR inh: 3.2; IEC-6 cytotox: 3.1

What do the screens show for `O=C(N1CCCCCC1)N1CCN(S(=O)(=O)c2cccc([N+](=O)[O-])c2)CC1`?
SKKanGAS inh: -6.1; TRPC6 inhibitor: inactive; HIF act: -0.5; KLF5 inh: -17.4; MrgX1 antagonist: inactive; TRPC4 potent: inactive; TRPC4 block: inactive; TRPC4 agonist: inactive; TRPC6 act: inactive; aSyn 5UTR inh: -1.5; IEC-6 cytotox: -2.2

How did COC(=O)c1ccc(CN(c2ccc(OC)cc2)S(=O)(=O)c2ccccc2)cc1 do in these assays?
SKKanGAS inh: 0.5; TRPC6 inhibitor: inactive; HIF act: 0.0; MrgX1 antagonist: inactive; TRPC4 potent: inactive; TRPC4 block: inactive; TRPC4 agonist: inactive; TRPC6 act: inactive; aSyn 5UTR inh: 39.6

Results for Nc1nc2c(nc(SCc3ccccc3Br)n2C2OC(CO)C(O)C2O)c(=O)[nH]1 (stereo unspecified) ?
SKKanGAS inh: 3.0; TRPC6 inhibitor: inactive; HIF act: -0.5; KLF5 inh: -14.5; MrgX1 antagonist: inactive; TRPC4 potent: inactive; TRPC4 block: inactive; TRPC4 agonist: inactive; TRPC6 act: inactive; aSyn 5UTR inh: 6.5; IEC-6 cytotox: -4.0

How did CCOc1ccc2nc(N(Cc3ccccc3)C(=O)CCNC(C)=O)sc2c1 do in these assays?
SKKanGAS inh: -2.2; TRPC6 inhibitor: inactive; HIF act: 1.1; KLF5 inh: -60.2; MrgX1 antagonist: inactive; TRPC4 potent: inactive; TRPC4 block: inactive; TRPC4 agonist: inactive; TRPC6 act: inactive; aSyn 5UTR inh: -17.6; IEC-6 cytotox: 1.8

How did Cc1ccc(C(=O)Nc2ccc(O)cc2C(=O)O)cc1C do in these assays?
SKKanGAS inh: 0.6; TRPC6 inhibitor: inactive; HIF act: 0.1; KLF5 inh: -30.6; MrgX1 antagonist: inactive; TRPC4 potent: inactive; TRPC4 block: inactive; TRPC4 agonist: inactive; TRPC6 act: inactive; aSyn 5UTR inh: -2.6; IEC-6 cytotox: 1.0

How did NC(=O)c1ccc(C2SCC(=O)N2Cc2ccccc2)cc1 (stereo unspecified) do in these assays?
SKKanGAS inh: 3.4; HIF act: -0.3; KLF5 inh: -27.4; MrgX1 antagonist: inactive; aSyn 5UTR inh: 9.3; IEC-6 cytotox: -2.4

How did C#CCOc1coc(COC(=O)c2ccccc2)cc1=O do in these assays?
SKKanGAS inh: -5.2; TRPC6 inhibitor: inactive; HIF act: -0.2; KLF5 inh: -1.9; MrgX1 antagonist: inactive; TRPC4 potent: inactive; TRPC4 block: inactive; TRPC4 agonist: inactive; TRPC6 act: inactive; aSyn 5UTR inh: -8.7; IEC-6 cytotox: -3.7
